Bioassay records (PubChem BioAssay)
PI4K2A inh: PI4K2A (human) kinase inhibition; Q9BTU6; purified PI4K2A, ADP-Glo luminescence, 1 h; active compounds read low; activity change, negative = inhibition, % at 76.9 µM; hit rate 0.13% among 420,000; AID 1346378; in the data active = activity change below about -50%; inconclusive = mostly about -30% to -49%;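 note: -100% = wells without enzyme as full effect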
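Compounds are screened against recombinant PI4K2A using PI as substrate and ATP, the latter dispensed at 300 microM. Reactions run one hour at ambient temperature before ADP-Glo detection; full inhibition defined by wells lacking enzyme.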
G9a inh: inhibitors of human histone lysine methyltransferase G9a; Q96KQ7; G9a H3K9 monomethylation, AlphaScreen, 2 h; Potency, µM (series often up to 102 µM), for the others: at the top dose activity, negative = inhibition, hits mostly inhibitors; hit rate 8.8% among 350,000; note: potency is the fitted concentration of half-maximal effect; % is set by controls: 0 for no effect and ±100 for the full control effect; nearly all actives have a fitted effect of over 75% in size
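G9a (20 nM) was preincubated 15 min with compound, then reacted 2 h at room temperature with 500 nM biotin-H3K9 peptide and 20 µM SAM. Monomethyl-H3K9 detected by AlphaScreen using anti-H3K9me1 antibody.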
BAZ2B inh: blocks human BAZ2B | Q9UIF8 | AlphaScreen BAZ2B-H3K14Ac peptide displacement | Potency, µM (series often up to 114 µM), for the others: top-dose activity change, negative = inhibition, usual class: inhibitors | hit rate 4.4% among 360,000 | AID 504333; note: potency is the fitted concentration of half-maximal effect; % is set by controls: 0 for no effect and ±100 for the full control effect; nearly all actives have a fitted effect of over 60% in size
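AlphaScreen displacement of biotin-H3(5-23)K14Ac peptide (50 nM final) from BAZ2B (50 nM final) in PBS pH 7.4, 0.01% Tween-20; complex preformed 30 min RT, then compounds (top 110 uM) 30 min RT, beads 20 min dark.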
Pin1 inhibitor: blocks the human prolyl isomerase Pin1. Q13526. Pin1 FP peptide displacement, HiFluor488, 10 min. Potency, µM (highest dose often 115 µM), without a hit: at the highest dose activity, negative = inhibition, hits mostly inhibitors. hit rate 0.009% among 390,000. AID 504891; active = well fitted inhibition curve with a large enough effect in the polarisation, with a control signal flat, not every such curve was filed as active; inconclusive = small, poorly fitted or top-dose-only effect, or effect the other way, or a change in a side signal; inactive = no such curve, though single readings can be large or run the other way; the % refers to the polarisation; note: potency is the fitted concentration of half-maximal effect; % is set by controls: 0 for no effect and ±100 for the full control effect
JMJD2A Tudor: inhibitors of human JMJD2A Tudor domain; AID 504339; O75164; Potency, µM (titrated, usually from 114 µM), for the others: top-dose activity change, negative = inhibition, most hits filed as inhibitors; AlphaScreen JMJD2A-Tudor / H3K4me3 peptide binding; hit rate 4.4% among 390,000; note: potency is the fitted concentration of half-maximal effect; % is set by controls: 0 for no effect and ±100 for the full control effect; nearly all actives have a fitted effect of over 50% in size
Target sequence (O75164 whole entry, looked up, the tested form may be a part): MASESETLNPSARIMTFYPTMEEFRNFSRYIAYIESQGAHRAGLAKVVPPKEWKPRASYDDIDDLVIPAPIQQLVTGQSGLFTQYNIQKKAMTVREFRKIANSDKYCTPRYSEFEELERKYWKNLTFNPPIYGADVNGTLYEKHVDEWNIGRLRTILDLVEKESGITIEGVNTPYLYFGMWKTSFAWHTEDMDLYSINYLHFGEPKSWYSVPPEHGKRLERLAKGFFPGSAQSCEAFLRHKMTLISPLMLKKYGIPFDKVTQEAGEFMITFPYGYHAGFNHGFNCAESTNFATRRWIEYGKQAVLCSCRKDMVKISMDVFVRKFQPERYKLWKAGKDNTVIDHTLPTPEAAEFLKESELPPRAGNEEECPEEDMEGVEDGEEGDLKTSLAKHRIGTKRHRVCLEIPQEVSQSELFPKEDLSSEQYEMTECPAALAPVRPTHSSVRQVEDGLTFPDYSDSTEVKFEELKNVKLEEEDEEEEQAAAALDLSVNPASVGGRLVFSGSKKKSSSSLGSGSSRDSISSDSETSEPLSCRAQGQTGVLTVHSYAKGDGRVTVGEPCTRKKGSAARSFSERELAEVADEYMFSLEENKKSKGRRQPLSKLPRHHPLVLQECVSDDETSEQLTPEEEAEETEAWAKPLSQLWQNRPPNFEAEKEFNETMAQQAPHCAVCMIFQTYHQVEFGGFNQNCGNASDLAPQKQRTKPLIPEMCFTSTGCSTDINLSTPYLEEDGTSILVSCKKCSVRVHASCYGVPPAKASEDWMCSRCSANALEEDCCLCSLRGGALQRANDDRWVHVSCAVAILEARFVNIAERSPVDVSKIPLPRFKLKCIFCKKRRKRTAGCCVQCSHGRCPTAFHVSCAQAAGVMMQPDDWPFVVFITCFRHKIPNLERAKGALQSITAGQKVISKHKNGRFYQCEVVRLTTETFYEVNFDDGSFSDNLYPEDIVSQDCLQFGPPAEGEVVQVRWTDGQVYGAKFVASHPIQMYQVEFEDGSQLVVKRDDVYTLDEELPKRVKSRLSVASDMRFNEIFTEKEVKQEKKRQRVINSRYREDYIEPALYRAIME
ERG Ets-DNA blk: ERG Ets/DNA interaction inhibition | Potency, µM (highest dose often 76.9 µM), for inactives: at the highest dose FP activity, negative = inhibition, hits mostly inhibitors | hit rate 0.028% among 370,000 | P11308 | fluorescence polarization, His-ERG Ets domain / labelled DNA; active = well fitted inhibition curve with a large enough effect in the polarisation, with a control signal flat; inconclusive = small, poorly fitted or top-dose-only effect, or effect the other way, or a change in a side signal; inactive = no such curve, though single readings can be large or run the other way; the % refers to the polarisation;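 note: polarization taken with two DNA probes labelled with fluorescein and Texas red; potency is the fitted concentration of half-maximal effect; % of control where 0% means no effect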
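His-tagged ERG Ets domain (1 uM in the protein solution; 300mM KCl, 50mM Tris-HCl, 1mM EDTA, 1mM DTT, pH 7.5) received compound, then a probe mix of 5 nM fluorescein-DNA and 100nM Texas-615-DNA. Fluorescence polarization was read for both dyes.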
PGK inhibitor: blocks T. brucei phosphoglycerate kinase. P07378. PGK/GAPDH coupled, Kinase-Glo luminescence, 60 min. Potency, µM (titrated, usually from 57.5 µM), without a hit: top-dose activity change, negative = inhibition, usual class: inhibitors. hit rate 0.043% among 380,000; note: potency is the fitted concentration of half-maximal effect; % is set by controls: 0 for no effect and ±100 for the full control effect; nearly all actives have a fitted effect of over 60% in size
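Luminescent ATP detection (Kinase-Glo Plus) follows a 60-minute room-temperature incubation, with wells lacking PGK as controls. Buffer: 100 mM TEA (pH 7.6), 5 mM MgCl2, 0.01% Tween-20. Coupling enzyme GAPDH (100 nM final) supplies unstable 1,3-BPG in-well.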
HP1b binding inh: HP1-beta chromodomain-methylated histone interaction inhibition; AID 540317; AlphaScreen HP1-beta / biotin-H3K9me3 peptide binding; hit rate 0.56% among 390,000; Potency, µM (titrated, usually from 114 µM), for inactives: at the top dose activity change, negative = inhibition, most hits filed as inhibitors; note: potency is the fitted concentration of half-maximal effect; nearly all actives have a fitted effect of over 70% in size; inactives centre near 23
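HP1-beta protein (50 nM final) preincubated 30 min at room temperature with biotinylated H3(1-18)K9me3 peptide (50 nM) in PBS pH 7.4, 0.01% Tween-20, then compound added for 30 min. AlphaScreen streptavidin donor/nickel chelate acceptor beads (10 ug/mL final), 30 min dark, luminescence read.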
GLS inh: glutaminase GLS (human) inhibition | O94925 | GLS enzymatic activity, qHTS titration | Potency, µM (doses to about 45.5 µM), for inactives: at the top dose activity change, negative = inhibition, hits mostly inhibitors | hit rate 0.21% among 410,000; note: potency is the fitted concentration of half-maximal effect; % is set by controls: 0 for no effect and ±100 for the full control effect
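Enzyme dispensed in phosphate buffer (45 mM, pH 8.2, 0.02% Tween-20), compounds pinned in, then 1 mM L-glutamine solution and the glutamate oxidase–HRP–Amplex Red mix added; fluorescence read immediately and again after 30 min at room temperature.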
Active calls of the source: *; i = inactive; ? = inconclusive; nt = not tested or not shown; & = joins results of further samples; [ ] = another dose, or the depositor's remark. Unless noted, calls come from the whole dose curve; as a rule, active = well fitted curve in the direction sought with a large enough effect; inconclusive = small, poorly fitted or top-dose-only effect, or another doubt; inactive = no such curve, though single readings can be large; an effect the other way counts as inactive or inconclusive.

SMILES	PI4K2A inh	G9a inh	BAZ2B inh	Pin1 inhibitor	JMJD2A Tudor	ERG Ets-DNA blk	PGK inhibitor	HP1b binding inh	GLS inh
O=C(OCc1ccccn1)c1ccc(COc2ccccc2Cl)o1	0	53%[activator]	9%	5%	36%[activator]	4%	-5%	58%[activator]	11%
O=C(NCCS(=O)(=O)N1CCN(c2ccccc2)CC1)C1CC(=O)N(c2ccc(F)cc2)C1 (stereo not drawn)	-3&0	-8%&2%[59 µM]	-11%&6%	7%&3%	-12%&8%	2%&0%	3%&-4%	70%&11%[activator]	3%&4%
NS(=O)(=O)c1ccc(-n2ncc3c(=O)[nH]c(SCC(=O)Nc4nccs4)nc32)cc1	5	45µM*	-25%	4%	-25%	8%	-14%	11%	-2%
C=CCn1c(SCC(=O)NC2CCS(=O)(=O)C2)nc2sc(CC)cc2c1=O (stereo not drawn)	6	-2%[59 µM]	-5%	2%	-14%	-6%	2%	26%	-1%
O=[N+]([O-])c1ccc(NC(=S)NCC(c2cccnc2)N2CCOCC2)cc1 (stereo not drawn)	-3	-10%	-2%	-1%	-6%	-8%	-3%	31%	13%
CCc1nn(C(C)C(=O)NCc2cccc(Cl)c2)c(=O)c2cc3occc3n12 (stereo not drawn)	3	nt	-17%	2%	-23%	1%	0%	27%	0%
COc1ccc(/C=N/NC(=O)c2ccncc2)cc1COc1ccc(NC(C)=O)cc1	-5	12%	-20%	1%	-3%	12%	-11%	84%[activator]	0%
CSCCC(NS(=O)(=O)c1cccs1)C(=O)NCc1ccc(C)cc1 (stereo not drawn)	15	13%	-1%	-1%	-20%	-16%	-8%	41%[activator]	-18%
CCn1c(/C=C/c2ccc([N+](=O)[O-])o2)nc2ccccc2c1=O	1	-2%[12.7 µM]	-2%	?	-17%[57.1 µM]	-1%	-8%	51%[activator]	-6%
CCN(CC)C(=O)N1CCc2ccccc21	-1	nt	-6%	5%	-31%	2%	-5%	-2%	0%
Clc1ccc(OCc2nn3c(-c4ccco4)nnc3s2)cc1	4	?	?	-2%	-20%[11.4 µM]	-5%	-2%	-20%	0%
Cc1cc(-c2ccc(C(C)C)c(S(=O)(=O)N3CCC(C)CC3)c2)on1	-2	nt	4%	-8%	0%	-3%	2%	36%	8%
COc1cc(OC)cc(C(=O)NNS(=O)(=O)c2ccc(F)cc2)c1	-3	4%	2%	-1%	-15%	11%	1%	24%	22%
COc1ccccc1N1CCN(C(=O)c2cc3c(=O)n(Cc4cccs4)ccc3nc2C)CC1	0	5%[59 µM]	?	-5%	-21%	0%	-1%	5%	6%
O=C(Cc1ccc(Cl)cc1)Nc1cc(Cl)ccn1	-1	nt	nt	0%	9%	-5%	7%	43%[activator]	-2%
Cn1nc(C(=O)NCc2cccs2)c2ccccc2c1=O	-1	?	-38%	-3%	6%	4%	0%	13%	-3%
COc1ccc(CCNC(=O)C(=O)NCC2CCCO2)cc1 (stereo not drawn)	-13	5%[59 µM]	-2%	?	-11%	4%	-3%	18%	7%
CCOC(=O)c1c(C)[nH]c(C(=O)OCC(=O)Nc2ccc(Cl)cn2)c1C	-5	12%[12.7 µM]	-5%	4%	-12%	28%	0%	24%	6%
CCOc1c(Cl)cc(C(=O)Nc2ccccc2C(=O)O)cc1Cl	-1	-9%[59 µM]	?	1%	5%	4%	0%	26%	nt
CN(C)S(=O)(=O)c1ccc2nnn(O)c2c1	2	-49%	nt	-4%	?	-8%	i	12%	?
CC(C)Cn1c(O)c(N=NC(=O)c2cccc(S(=O)(=O)N3CCCCC3)c2)c2ccccc21	3	-13%[2.33 µM]	?	1%	?	-3%	-5%	?	0%
CCCn1cc(S(=O)(=O)c2ccc(CC)cc2)c(=O)c2cc(F)c(N3CCN(C)CC3)cc21	-1	-5%[59 µM]	0%	-3%	-4%	2%	i	11%	0%
CCCCN1C=CC(=C2N=c3cccc([N+](=O)[O-])c3=N2)C=C1	7	?	-17%	-16%	-6%	nt	-7%	28%	-8%
CCN1CCN(C(=O)C2CCN(S(=O)(=O)N3CCC4(CC3)OCCO4)CC2)CC1	-5	7%	-12%[57.1 µM]	-3%	-1%	-9%	4%	80%[activator]	2%
O=C(CNC(=O)COc1ccccc1)NCc1cccnc1	3	8%	4%	7%	6%	-9%	-1%	19%	2%
CCCCCCCn1c(NC(=O)CC)nc2ccccc21	-10	23%	7%	-7%	-5%	5%	i	44%[activator]	-9%
Cc1ccc(Cn2c(CNC(=O)Cc3cccc(C)c3)nc3cccnc32)cc1	-1	6%[59 µM]	-8%	7%	-3%	-4%	-4%	21%[57 µM]	2%
CC1CCCCC1NC(=O)C1CCN(S(=O)(=O)N2CCC3(CC2)OCCO3)CC1 (stereo not drawn)	2	19%[12.7 µM]	1%	-5%	10%	nt	-9%	13%	5%
CC1CCCN(C(=O)C2CC(=O)N(c3ccc(Cl)cc3)C2)C1 (stereo not drawn)	7	45µM*	-3%	?	-21%	0%	0%	-20%	4%
CCN(CC(=O)NCc1ccc(F)cc1)C(=O)CN1CCN(c2ccc(OC)cc2)CC1	-7	7.9µM*	18µM*	-15%	0.89µM*	1%	-4%	18µM*	12%
O=C(CN(CC1CCCO1)C(=O)CNS(=O)(=O)c1ccccc1)NCc1ccco1 (stereo not drawn)	-3	nt	-26%	8%	12%	-12%	1%	11%	-3%
CCOC(=O)N1CCC(N(CCOC)C(=O)Nc2ccc(Cl)c(Cl)c2)CC1	-1	4%[59 µM]	-1%	5%	-12%	nt	7%[11.5 µM]	24%	-5%
CC1(C)c2[nH]c3ccccc3c2C[C@H]2C(=O)N(CCCO)CC(=O)N21	0	6%	3%	-11%	6%	2%	-8%	22%	7%
Cc1ccc(-c2nnc(SCC(=O)N/N=C/c3c(C)nn(-c4ccccc4)c3C)n2-c2ccccc2)cc1	0	-5%[59 µM]	-4%	25%	-26%	0%	-2%	11%	6%
CCOC(=O)N1CCC(N2CCN(Cc3ccc(C)o3)C(CCO)C2)CC1 (stereo not drawn)	6	10%	0%	-8%	?	7%	0%	?	2%
CN(C)CCN(C(=O)c1ccc2ccccc2c1)c1nc2ccc(Br)cc2s1	-1	nt	-22%	2%	?	9%	0%	66%[activator]	-5%
CCc1ccc(NC(=O)Cn2nnc(C(=O)NCc3cccs3)c2N)cc1	-4	-28%	17%	-5%	-28%	1%	-5%	14%	-1%
CCCOc1ccc(C2c3c(-c4ccccc4O)n[nH]c3C(=O)N2Cc2cccnc2)cc1 (stereo not drawn)	-1	-1%[59 µM]	?	-2%	-21%	3%	3%	3%	3%
CC(=O)Nc1ccc(NC(=O)C(C)OC(=O)C23CC4CC(CC(Cl)(C4)C2)C3)cc1 (stereo not drawn)	-2	nt	nt	0%	-21%	0%	-7%	-3%	7%
COc1ccc(C2CCCN2C(=O)Nc2ccccc2)cc1OC (stereo not drawn)	0	22%	-2%	-7%	-19%	5%	-9%	22%	-1%
Cc1nc2c(=O)oc3ccccc3c2n1-c1ccccc1	3	-6%[59 µM]	-3%	1%	-1%	-5%	-8%	17%	-11%
O=C(Cn1c(=O)nc(-c2ccccc2)c2cc(Cl)ccc21)NCc1ccccc1	-3	24%[59 µM]	-3%	-1%	-3%	3%	-8%	10%	-3%
CCN(Cc1ccccc1)C(c1ccccn1)c1nnnn1C1CCCCC1 (stereo not drawn)	-5	-1%[59 µM]	1%	-7%	-3%	0%	9%	35%	14%
Cc1cccc(NC(=O)c2ccc(OCc3c(C)noc3C)cc2)n1	-6	2%[12.7 µM]	6%	-3%	-6%	-1%	1%	20%	15%
O=C(Nc1ccc(Cl)cc1F)C1CC(=O)N(Cc2ccco2)C1 (stereo not drawn)	2	56µM*	7%	5%	-13%	2%	-6%	22%	2%
CSc1ccccc1NC(=O)COC(=O)CSc1ccc(C)cc1	-1	62%[activator][59 µM]	91%[activator]	-1%	62%[activator]	-8%	-2%	105%[activator]	-15%
CNc1nnc(-c2cc3cc(Cl)ccc3oc2=O)s1	-12	-10%	-9%	?	-9%	1%	-1%	61%	-5%
Cc1ccc(-n2nnnc2-c2ccco2)cc1	0	-46%[59 µM]	11%	-6%	-11%	9%	i	25%	-1%
C#CCNC(=O)C1=C[C@H](C2CCCCC2)C[C@H](OCCCCO)O1	-6	?	-19%	3%	-14%	-12%	-1%	21%	15%
COc1ccc(NC(=O)CSc2nccn2C2CCCC2)cc1OC	-1	10%[59 µM]	-27%	3%	-23%	-6%	-13%	-1%	-4%
Cc1cccc(CNC(=O)c2ccc(NC(=O)N3CCSc4ncccc43)cc2)c1	3	1%[59 µM]	-15%	-2%	-11%	2%	-9%	14%	5%
Cc1ccc(C(=O)N/C(=C/c2ccco2)C(=O)N2CCC(C)CC2)cc1	-1	18µM*	-16%	33%[activator]	-25%	17%	5%	3%	8%
CCCCCCC(=O)N(O)C1CC(=O)N(c2ccc(Cl)cc2)C1=O (stereo not drawn)	-6	nt	-19%	-6%	32µM*	0%	-1%	40µM*	-3%
COc1ccccc1NS(=O)(=O)c1cc(NC(=O)c2ccco2)ccc1N1CCOCC1	-8	-7%	nt	4%	-22%	1%	i	14%	1%
